# SRC1 TRFRET art: TR-FRET artefact, counter-screen to PPARgamma/SRC-1 agonist assay; TR-FRET detection artefact counter-screen, emission ratio; active compounds read high; TR-FRET ratio at 8 µM; actives 0.34% (n = 99,000); AID 1051; in the data active means TR-FRET ratio above about 2300; further: inactives centre near 1800; reference of the scale not given here
# SRC3 TRFRET art: flags TR-FRET format artefacts in PPARgamma SRC-3 recruitment agonist screen; TR-FRET artefact counter-screen, PPARgamma/SRC-3 format; active compounds read high; TR-FRET ratio at 8 µM; actives 0.39% (n = 99,000); AID 1048; in the data active means TR-FRET ratio above about 2000; further: inactives centre near 1600; reference of the scale not given here
# An asterisk follows results filed as active. These rows are one share of the data; the hit share may differ from the screen's.
SMILES,SRC1 TRFRET art,SRC3 TRFRET art
Cc1ccc(C)c(OCc2nc3ccc(S(=O)(=O)Nc4c(C)n(C)n(-c5ccccc5)c4=O)cc3[nH]2)c1,1748,1496
COc1ccc(CCNC(=O)CCCn2nc(C)c([N+](=O)[O-])c2C)cc1OC,1679,1420
COC(=O)Nc1c(-c2ccccc2)nc2ccc(C)cn12,1935,1574
CC1(c2ccccc2)NC(=O)N(CC(=O)Nc2ccc([N+](=O)[O-])cc2)C1=O (centres undefined),1560,1713
O=C(C1CC1)N1CCc2cc(Br)cc(S(=O)(=O)NC3CCCCC3)c21,1787,1395
CN1CCC2(CC1)N=C(c1ccc(F)cc1)C(=S)N2C(=O)c1ccccc1,1894,1367
CCOC(=O)c1cnc2c([N+](=O)[O-])cnn2c1C,1664,1239
COc1ccc(C(=O)C2CCCN(Cc3cccn3-c3ccc(Cl)cn3)C2)c(OC)c1 (centres undefined),1740,1657
CCOc1cccc(/C=N/NS(=O)(=O)c2ccc(C)c([N+](=O)[O-])c2)c1O,1687,1446
COc1ccc(CCNC(=O)CC2SC(=NCCc3ccccc3)NC2=O)cc1 (centres undefined),1875,1608
O=C(C1CCN(c2nnc(-n3cccc3)s2)CC1)N1CCN(Cc2ccc3c(c2)OCO3)CC1,1691,1567
CCOC(=O)C1C(=O)OC(C)(C)C1C(C)C(=O)c1ccc(C)cc1C (centres undefined),1642,1343
COc1cc(OC)cc(C(=O)N2CCN(C(=O)c3ccc(-c4ccccc4)cc3)CC2)c1,1769,1327
CCC(=O)NC(Nc1nc(C)cs1)(C(=O)OC)C(F)(F)F (centres undefined),1940,1761
O=C1NC(c2ccccc2)=NC1(Nc1ccccn1)C(F)(F)F (centres undefined),1671,1656

# Continued (2 carried over from the part before).
SMILES,SRC1 TRFRET art,SRC3 TRFRET art
CCC(=O)NC(Nc1nc(C)cs1)(C(=O)OC)C(F)(F)F (centres undefined),1940,1761
O=C1NC(c2ccccc2)=NC1(Nc1ccccn1)C(F)(F)F (centres undefined),1671,1656
CCN(CC#CCC(O)(c1ccccc1)c1ccccc1)C(C)C,1648,1469
Nc1ccccc1S(=O)(=O)NC1=NCCCCC1,1529,1476
O=C(O)c1ccc(NS(=O)(=O)c2ccc3c(c2)C(=O)c2ccccc2C3=O)cc1,1599,1541
COc1ccc(N(CC(O)Cn2cnc3ccccc32)S(=O)(=O)c2ccc(C)cc2)cc1 (centres undefined),1700,1490
Cc1c(C2=CCN(S(=O)(=O)c3ccc(Cl)cc3)CC2)c2ccccc2n1C,1707,1824
Cc1onc(-c2ccccc2Cl)c1C(=O)NCc1cccnc1,1813,1487
COc1ccc(C(=O)NC(=S)N2CCCc3ccccc32)cc1OC,1516,1379
NC(=O)c1cc(-c2ccccc2)sc1NC(=O)CN1CCCCC1,1877,1369
CC(C(=O)c1c[nH]c(C(=O)N=CN(C)C)c1)c1ncc(C(F)(F)F)cc1Cl (centres undefined),1762,1344
CCCNC(=O)NS(=O)(=O)c1ccc(Cl)cc1,1866,1659
CCCn1c(SCC(=O)Nc2ccc3c(c2)OCO3)nc2c1c(=O)n(C)c(=O)n2C,1774,1646
CC(C)(C)NC(=O)NC(=O)COc1ccc(Br)cc1Br,1665,1451
CC1CCCC(C)N1C(=O)COC(=O)c1cc(Br)ccc1Cl (centres undefined),1807,1512
CSc1nc2ncc(C(=O)O)c(N)n2n1,1777,1661
COc1ccc(C)cc1N(CC(=O)N1CCc2ccccc2C1)S(C)(=O)=O,1809,1590

# Pulled one by one from the entries so far, six records:
SMILES,SRC1 TRFRET art,SRC3 TRFRET art
CN1CCC2(CC1)N=C(c1ccc(F)cc1)C(=S)N2C(=O)c1ccccc1,1894,1367
CCCn1c(SCC(=O)Nc2ccc3c(c2)OCO3)nc2c1c(=O)n(C)c(=O)n2C,1774,1646
CCOc1cccc(/C=N/NS(=O)(=O)c2ccc(C)c([N+](=O)[O-])c2)c1O,1687,1446
COc1ccc(CCNC(=O)CC2SC(=NCCc3ccccc3)NC2=O)cc1 (centres undefined),1875,1608
Nc1ccccc1S(=O)(=O)NC1=NCCCCC1,1529,1476
CCN(CC#CCC(O)(c1ccccc1)c1ccccc1)C(C)C,1648,1469

# More records:
SMILES,SRC1 TRFRET art,SRC3 TRFRET art
CN(C)C(CNC(C(=O)Nc1ccc([N+](=O)[O-])cc1Br)c1ccccc1)c1ccccc1 (centres undefined),1740,1583
O=C(Cc1cn2ccsc2n1)Nc1nc2c(s1)CN(Cc1ccccc1)CC2,2168,1741
CCCCCCNC(=O)CC(NS(=O)(=O)c1ccc(OC)cc1)C(C)C (centres undefined),2083,1664
COc1cc2c(cc1OC)C(C1C(=O)CC(C)(C)CC1=O)N(C(=O)CCl)CC2 (centres undefined),1692,1541
Cc1cccc(OCCOCCN2CCNCC2)c1C,1550,1584
CCOC(=O)c1c(C)[nH]c(C2=NNC(=Nc3ccccc3)SC2)c1C,1808,1739
OC1(c2cccs2)CN(c2ccccc2)C2=[N+]1CCCC2 (centres undefined),1874,1453
Cc1cc(C)c(NC(=O)COC(=O)c2ccc([N+](=O)[O-])s2)c(C)c1,2012,1723
COc1ccc(OC)c(Nc2cc(C)nc3nc(C)nn23)c1,1974,1764
N/C(=N\OC(=O)COc1ccc(Br)cc1Cl)c1cccnc1,1962,1668
COc1ccc(/C=N/NC(=O)c2cccc(COCC(F)(F)C(F)F)c2)cc1,1946,1476
COc1ccc(CCn2cnc(=O)c(C#N)c2C)cc1OC,1709,1552
CCOC(=S)SCC(=O)N1CCc2ccccc2C1C1C(=O)CC(C)(C)CC1=O (centres undefined),1992,1708
CCC(=O)Nc1nnc(SCCN2CCOCC2)s1,1808,1578
CCCCN(C)C(=O)c1nc2ccccn2c1CN1CCN(c2ccccn2)CC1,1587,1559
COc1cc(C)c(-c2[nH]ncc2-c2csc(C)n2)c(O)c1,1841,1529
CC1CCCCC1NC(=O)C1CC=CCC1C(=O)O (centres undefined),1895,1538
COc1ccc(-c2cc(C(=O)NN)[nH]n2)cc1OC,1538,1591
O=C(CSC1=NCCN1)Nc1cccc(C(F)(F)F)c1,1662,1597
COc1ccc(Cc2n[nH]c(=S)n2N)cc1OC,1832,1493
c1ccc(-c2noc(-c3ccc4c(c3)OCO4)n2)nc1,1499,1638
Cc1ccc(/C=C2/SC(=S)N(CCC(=O)N3CCN(C)CC3)C2=O)cc1,1753,1638
COc1ccc(CCNC(=O)Cc2cccs2)cc1,1981,1597
CSc1cccc(NC(=S)N2CCC(N(C)C3CCCCC3C)CC2)c1 (centres undefined),1987,1569
CCc1ccc(OCc2n[nH]c(=S)n2C(C)CCCC(C)C)cc1 (centres undefined),2022,1488
N=c1n(Cc2ccc(Cl)cc2)c2ccccc2n1CC(O)COc1ccccc1 (centres undefined),1700,1627
N#CC1=C(N)Oc2cc(O)ccc2C1c1cccnc1 (centres undefined),1696,1587
CC(=O)c1c(N2CCN(CCO)CC2)nc(=S)n(-c2ccccc2)c1C,1999,1561
C#CCOCCOCCOCCNc1nc(N2CCN(C(=O)[C@H](CCC(=O)O)n3cc(C(N)CO)nn3)CC2)nc(N2CCN(C(=O)[C@H](Cc3ccc(O)cc3)n3cc(C(N)[C@H](C)CC)nn3)CC2)n1 (some centres undefined),1698,1709
Cc1ccc(-n2cc(CN(C)Cc3ncc[nH]3)c(-c3cccc(C)c3)n2)cc1,1668,1398

# Some of the entries above in another layout:
# Values run as follows: SRC1 TRFRET art	SRC3 TRFRET art
> CCc1ccc(OCc2n[nH]c(=S)n2C(C)CCCC(C)C)cc1 (centres undefined)
  2022	1488
> N=c1n(Cc2ccc(Cl)cc2)c2ccccc2n1CC(O)COc1ccccc1 (centres undefined)
  1700	1627
> N#CC1=C(N)Oc2cc(O)ccc2C1c1cccnc1 (centres undefined)
  1696	1587
> CC(=O)c1c(N2CCN(CCO)CC2)nc(=S)n(-c2ccccc2)c1C
  1999	1561

# New compounds follow.
SMILES,SRC1 TRFRET art,SRC3 TRFRET art
CC(=O)Nc1ccc(NC(=O)Nc2ccc3c(c2)N(C)C(=O)CS3)cc1,1600,1291
c1cncc(CNc2ncnc3sccc23)c1,1737,1363
O=C(Nn1cnnc1)c1cc([N+](=O)[O-])cc([N+](=O)[O-])c1,1587,1627
Cc1cc([N+](=O)[O-])nn1CC(=O)NCCCn1ccnc1,1909,1681
CCN(CC)c1ccc(/C=N/NC(=O)Cc2cccs2)c(O)c1,1902,1548
COc1cccc(NC(=O)c2cc([N+](=O)[O-])ccc2NCc2cccnc2)c1,1644,1378
COc1ccccc1C(=O)NNC(=O)c1ccccc1F,1805,1681
CCOc1cc(/C=C/c2cc(C(=O)O)c3ccccc3n2)ccc1O,1875,1811
Cc1ccc(SCn2nnc3ccccc3c2=O)c(C)c1,2006,1529
Cc1ccccc1-n1c(SCC(=O)N/N=C/C=C/c2ccccc2[N+](=O)[O-])nc2ccccc2c1=O,1602,1693
COc1ccc(-c2nc3ccccn3c2C=O)cc1,1523,1330
O=C1CCCC(O)=C1C=Nc1cccc(C(F)(F)F)c1,1817,1472
COc1ccccc1C(=O)O/N=C(/c1ccncc1)c1ccc([N+](=O)[O-])cc1,1815,1650
O=C(NCCNc1ccc([N+](=O)[O-])cc1)c1cccc2c(Br)cccc12,1702,1868
O=C(Cn1cc(SCc2ccc(Cl)cc2)c2ccccc21)N1CCOCC1,1728,1524
CCOC(Cn1c(SCc2cc(C(C)=O)ccc2OC)nc2ccccc2c1=O)OCC,1490,1691
O=C(NCc1cccnc1)c1cc(C(=O)C2CC2)c[nH]1,1662,1726
C=CC[C@@H]1Cc2c(Br)ccc(Br)c2[C@@H](CC=C)N1,1755,1663
Cc1ccc2c(c1)C(c1ccc(O)cc1)(c1ccc(O)cc1)C(=O)N2C,1823,1679
NC(=O)c1cccn1-c1ncc(C(F)(F)F)cc1Cl,1975,1832
COC(=O)[C@@H](N)Cc1ccc(O)cc1,1616,1595
CCn1ncc(/C=C/C(=O)C2CC2)c1C,1807,1597
Cc1ccccc1OCCSCc1nc2ccccc2[nH]1,1999,1467
O=C(N=Nc1c(O)[nH]c2ccccc12)c1cccc(S(=O)(=O)N2CCCCC2)c1,1720,1744
CC(C)(C)OC(=O)N/N=C/c1ccc(C(=O)O)cc1,1943,1564
CCOc1ccc(-c2nc(CSCC(=O)NCc3ccco3)c(C)o2)cc1,1556,1556
Cc1ccc(NC(=O)c2ccc(OC(=O)COc3ccc(Cl)cc3C)cc2)cc1,1676,1556
CC1CC(C)CN(CCOCCSc2ccc(Cl)cc2)C1 (centres undefined),1486,1364
CCOc1ccc(-n2nc3c(=O)[nH]nc(C)c3c2C)cc1,1666,1667
Cc1cnnn1-c1cccc([N+](=O)[O-])c1,1653,1634

# Among those listed so far, 6 contain a CF3 group:
SMILES,SRC1 TRFRET art,SRC3 TRFRET art
CCC(=O)NC(Nc1nc(C)cs1)(C(=O)OC)C(F)(F)F (centres undefined),1940,1761
O=C1NC(c2ccccc2)=NC1(Nc1ccccn1)C(F)(F)F (centres undefined),1671,1656
CC(C(=O)c1c[nH]c(C(=O)N=CN(C)C)c1)c1ncc(C(F)(F)F)cc1Cl (centres undefined),1762,1344
O=C(CSC1=NCCN1)Nc1cccc(C(F)(F)F)c1,1662,1597
O=C1CCCC(O)=C1C=Nc1cccc(C(F)(F)F)c1,1817,1472
NC(=O)c1cccn1-c1ncc(C(F)(F)F)cc1Cl,1975,1832

# (listing goes on)
SMILES,SRC1 TRFRET art,SRC3 TRFRET art
COC(=O)CCc1sc(Nc2ccc(Br)cc2)nc1-c1ccc(OC)cc1,1633,1686
CC(=O)Oc1ccc(-c2cccc(C(=O)NCCCO)c2)cc1,1994,1764
CCc1c(C)sc2nc3c(C(=O)N4CCOCC4)cc(C(=O)c4ccccc4O)cn3c(=O)c12,1976,1536
C=CCn1c(C)cc(C(=O)Cn2nc(C(=O)O)c3ccccc3c2=O)c1C,1782,1477
Cc1nn2cc(-c3ccc(Cl)cc3)cnc2c1Cl,1581,1501
CCCCC(=O)Nc1nc2ccc(C(=O)OC)cc2s1,1735,1529
CCC(C)c1ccccc1NC(=O)COC(=O)c1ccc(N2CCCC2)c([N+](=O)[O-])c1 (centres undefined),1629,1747
COCc1cc(C)nc(OCC(=O)N/N=C/c2ccco2)c1C#N,1885,1603
COc1ccc(Cn2c3ccc(OC)cc3c3nc4ccccc4nc32)cc1,1590,1575
COc1ccc(-c2cc(C(F)(F)F)nc(-n3ccnc3)n2)cc1,2019,1829
O=C(CSc1nnc(NCc2ccccc2)s1)N1CCOCC1,1775,1414
CCN(C(=O)COC(=O)c1cc(-c2ccccc2)nc2ccc(Br)cc12)C1CCS(=O)(=O)C1 (centres undefined),2327*,2241*
COc1ccc(NC(=O)c2cccnc2Sc2ccccc2)c(OC)c1,1792,1622
Cc1ccc(NC(=O)COC(=O)c2sccc2C)cc1S(=O)(=O)N1CCOCC1,1802,1619
Cc1ccc(NC(=S)NCC2CCN(C(C)c3ccccc3)C2)cc1 (centres undefined),1581,1523
CCCCC(=O)Nc1cc(OCC)c(NC(=S)NC)cc1OCC,1599,1533
COc1cc(/C=C2/NC(=O)N(CC(=O)Nc3ccc(C)cc3)C2=O)ccc1Oc1ccc([N+](=O)[O-])cn1,1590,1538
CCC/C(O)=C1\C(=O)CC(c2ccccc2)CC1=NC(C)C(=O)O (centres undefined),1689,1682
CCCS(=O)(=O)N1CCC(C(=O)NCCC(C)C)CC1,1855,1675
COc1cc([N+](=O)[O-])ccc1N=Nc1c(N)[nH]n(-c2ccccc2)c1=O,1952,1641
COC1(C)CC2C(CC1OC(=O)c1cc([N+](=O)[O-])cc([N+](=O)[O-])c1)C2(C)C (centres undefined),2036,1618
Cc1ccccc1-c1nn(-c2ccc(F)cc2F)cc1CNCC(C)O (centres undefined),1821,1781
O=C(NCc1ccccc1)c1cccc(F)c1F,1843,1611
COc1ccc(CCNC(=O)c2ccccc2SC)cc1,1679,1501
N#Cc1cc(S(=O)(=O)c2ccc(Cl)cc2)c(N)[nH]c1=O,1738,1600
C=CCSc1nnc(-c2ccc([N+](=O)[O-])cc2)o1,2018,1721
C/C(=N\NC(=O)c1ccc(CSc2nncn2C)cc1)c1cccs1,1838,1517
COC(=O)c1ccc(NC(C(=O)OC)C(C)C)c([N+](=O)[O-])c1 (centres undefined),1786,1601
COC(=O)c1cccc(NC(=O)c2onc3c2CCCC3)c1,1755,1568
